From PubChem
Lipid droplet: inhibitors of hepatocyte lipid droplet formation, primary screen, imaging, high-throughput imaging, BODIPY stain | AML12 mouse hepatocytes, oleate lipid droplets | AID 1656, 2009 | inhibition, % at 6.5 µM | hit rate 0.4% among 240,000;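 active means lipid droplet intensity inhibited by at least 50%, with more than 500 cells counted; inconclusive means wells with under 300 cells, treated as cytotoxic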
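Material – AML12 mouse liver cells · Also added – oleate loading, 100 µM · Compound dosing – 6.5 µM single-point dosing · Times – overnight treatment with compound plus oleate · Measured by – fluorescence imaging, 20x objective, two fields per well · Read-out – percent inhibition of filter-corrected integrated lipid droplet intensity per well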
MT stabilizer: microtubule stabilizers in HeLa cells, primary screen, imaging, high-content imaging; HeLa tubulin immunostaining HCS, 24 h; share of cells brighter than vehicle mean+2SD; hit rate 0.83% among 200,000; % tubulin-high responders, % at 10 µM; AID 2205, 2009;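 active means plate Z-score above 3 for both tubulin-high and condensed-nucleus cell shares, with cell loss under 80%, at 10 µM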;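 further: anti alpha tubulin signal scored within the nucleus-defined area of each cell; some results filed as inactive read as strong as hits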
PMI inhibitors: inhibitors of human PMI, primary screen, biochemical, fluorescence intensity, coupled assay (AID 1209). Mannose-6-phosphate isomerase (Homo sapiens). purified PMI enzyme, coupled fluorescence intensity; higher % means a stronger effect. inhibition, % at 20 µM; hits with a dose series show IC50 in µM. hit rate 0.42% among 190,000;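 further: plate controls were DMSO vehicle for no effect and wells lacking substrate for full effect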
Ins promoter up: insulin promoter activators in MIN6 cells, imaging, high-content screening, mouse beta cells; hit rate 0.3% among 190,000; z-score at 5 µM; AID 1625, 2009; MIN6 insulin promoter-GFP reporter; stronger effect = higher value;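 active means z-score above 3 at 5 µM with at least 500 cells counted in the well; inconclusive means wells under 500 cells, flagged as cytotoxic or low count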
bCat nuc transl: modulators of beta-catenin nuclear translocation, primary screen, imaging, HeLa cells, immunofluorescence, high-content; nuclear translocation activity, % at 5 µM; hit rate 0.3% among 190,000;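 active means nuclear translocation activity above 50% at 5 µM, with a well cell count of 50 or more; inconclusive means wells under 50 cells across six images, flagged as toxic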;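 further: per-cell ratio of nuclear to cytoplasmic median beta-catenin stain intensity; plate controls were DMSO negative control for no effect and GSK-3 inhibitor IX positive control for full effect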
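Test system: human HeLa cells, native beta-catenin. Compound dosing: 5 µM primary single dose, 0.1% DMSO, 0.02–20 µM confirmation series. Incubation: compound exposure 24 h at 37°C. Detection: beta-catenin immunostaining with DAPI counterstain, 20x imaging, 6 fields/well. Read-out basis: Nuclear/cytoplasmic beta-catenin signal ratio, % activation.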
Autophagy mod: autophagy modulators in MEF cells, primary screen, imaging, high-content, MEF GFP-LC3 | MEF GFP-LC3 puncta imaging; test concentration mostly 10 µM | hit rate 0.98% among 190,000 | AID 463193, 2010 | calls only at 10 µM (by protocol);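 active means percentage of spot-positive cells more than 3 SD above its plate mean, without a fluorescence outlier flag or 80% toxicity; inconclusive means no clear call, values can overlap the other calls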;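 further: spot-positive cell cutoff set from DMSO-treated cells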
T cell modulator: modulators of CD8 T cell-vesicle binding, primary screen, mouse 2C CD8+ T cells, flow cytometry; calls only at 7 µM; 2C CD8+ T cell-vesicle binding; stronger effect = lower value; AID 2052, 2009; hit rate 0.068% among 330,000;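 active means response, share of CD8 T cells binding vesicles, and their 90th percentile fluorescence all below set limits, cut at about 80% in these data, passing the limit was not always enough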
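incubation = binding step 1.5 h, 37 °C, antibody labelling 20 min, ice | test system = 2C mouse CD8+ T cells | read-out basis = percent CD8+ FL2 mean versus row control | controls = Peptide-free naked vesicles (low) and QL9 vesicles with 0.7% DMSO vehicle (high) | detection = flow cytometry of vesicle-bound cells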
TNAP activation fold: human TNAP enzyme activators, primary screen, biochemical, luminescent, no phosphate acceptor, uHTS (AID 1001) | one-dose activation fold at 20 µM; EC50 in µM for titrated hits | purified TNAP, luminescent activation assay, no phosphate acceptor; higher activation fold means a stronger effect | hit rate 0.03% among 200,000; in the data active means activation fold from about 3, or a potency from the dose series; inactive means the rest, 99 in 100 with activation fold below about 1.6; further: many of its hits are not listed in these tables
PMI inhibition: human PMI inhibitors, high substrate, primary screen, biochemical, fluorescence intensity, high mannose 6-phosphate (AID 1220). Mannose-6-phosphate isomerase (Homo sapiens). inhibition, % at 20 µM; hits with a dose series show IC50 in µM. hit rate 0.66% among 190,000. recombinant PMI enzyme, coupled fluorescence intensity; higher % means a stronger effect
Ins promoter up cell count: second read-out of Ins promoter up, no call of its own (marks repeat the call); cell count; measured here: cytotoxicity, nuclei count;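 total cells summed across four imaged fields per well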
Lipid droplet cells 6.5 µM: recorded beside Lipid droplet, whose call it bears; cell count; measured here: cell count, cytotoxicity flag;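 cells counted across two imaged fields per well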
bCat nuc transl cell count 5 µM: recorded beside bCat nuc transl, whose call it bears; cell count; measured here: cell count, cytotoxicity flag
T cell modulator vesicle-bound %: also measured in T cell modulator; calls as there; double positive events, %; measured here: CD8+ vesicle-bound cell fraction;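 binding gate set so that unloaded-vesicle control wells show 10% double positive cells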
MT stabilizer Hoechst-high %: second read-out of MT stabilizer, no call of its own (marks repeat the call); % Hoechst-high responders; measured here: nuclear condensation Hoechst responders;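 share of cells brighter than vehicle mean plus two SD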
MT stabilizer cytotoxicity %: further read-out of MT stabilizer, marked with its call; toxicity, %; measured here: cytotoxicity by cell density;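 0% = mean cell density of plate MIN control wells and 100% = no cells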
Autophagy mod cell loss 18 h: recorded beside Autophagy mod, whose call it bears; toxicity, %; measured here: cell loss, nuclei count;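 cell loss after 18 h compound exposure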
Starred values were filed as active, the others as inactive; i = inactive; u = inconclusive; x = no result given; + = active, no number. Unless noted, no stated cut-off is given here; in the data, active means inhibition above about 50%; inactive means the rest.

SMILES | Lipid droplet | Lipid droplet cells 6.5 µM | MT stabilizer | MT stabilizer Hoechst-high % | MT stabilizer cytotoxicity % | PMI inhibitors | Ins promoter up | Ins promoter up cell count | bCat nuc transl | bCat nuc transl cell count 5 µM | Autophagy mod | Autophagy mod cell loss 18 h | T cell modulator | T cell modulator vesicle-bound % | TNAP activation fold | PMI inhibition
CCN(C(=O)Cn1c(=O)oc2ccccc21)c1cccc(C(F)(F)F)c1 | x | x | 5.9 | 3.0 | 8.4 | -6% | -1.1 | 1466 | -1.6 | 1412 | i | -16 | + | 1.9* | 1 | -2%
C(=N\c1nccs1)/Nc1nccs1 | x | x | 3.2 | 3.8 | 14 | -2% | 0.51 | 1131 | -0.6 | 1244 | i | 0 | i | 43 | 0.9 | 0%
Cc1cc(C(=O)N[C@H](c2ccccc2)[C@@]2(C)C[C@@H]2[C@@H](C)C(=O)Nc2ccc3ccccc3c2)no1 | -32 | 703 | 2.3 | 2.3 | 6.8 | 7% | -0.43 | 1085 | -2.7 | 560 | i | -2 | i | 28 | 1.1 | 15%
COc1ccc(C2C(C(=O)c3ccccc3)N3c4ccccc4C=CC3C2[N+](=O)[O-])cc1 (stereo not given) | -1 | 714 | 51 | 2.2 | 1.7 | -54% | -1.9 | 515 | 11 | 1017 | i | 8 | x | x | 0.9 | -13%
CCCC(=O)Nc1cc2c(cc1C(C)=O)OCCO2 | x | x | 3.5 | 1.4 | 7.3 | -5% | -0.53 | 1431 | 0.3 | 1478 | i | 11 | i | 33 | 1.1 | 1%
Cc1nc(N2CCCCC2)c2ccsc2n1 | 8 | 780 | 2.5 | 2.9 | 7.0 | -1% | x | x | x | x | i | 2 | i | 28 | 1.1 | -8%
Cc1cc(C)nc(N2CCCC(C(=O)NCC(c3ccccc3)c3ccccc3)C2)n1 (stereo not given) | 23 | 763 | 1.3 | 1.3 | 5.4 | 5% | x | x | -3.1 | 542 | i | -10 | i | 31 | 1 | 6%
O=C(c1ccc2snnc2c1)N1CCN(c2ccccn2)CC1 | x | x | 2.2 | 1.4 | 1.6 | -2% | 0.24 | 1211 | 0.3 | 1170 | i | 19 | i | 16 | 0.9 | 13%
CCOC(=O)c1c(Nc2ccccc2N)cc(C)nc1C | 5 | 787 | 4.1 | 2.3 | 5.3 | -5% | -0.67 | 1242 | x | x | i | -2 | i | 17 | 1 | -13%
Cc1ccc(-c2nc(CS(=O)CC(=O)N3CCN(c4ncccn4)CC3)c(C)o2)cc1 (stereo not given) | x | x | 5.1 | 3.3 | 1.8 | 4% | -0.1 | 917 | x | x | i | 2 | i | 34 | 1.1 | 8%
CCOC(=O)c1c(CSC(=N)N)n(-c2ccc(Br)cc2)c2cc(Br)c(OC(C)=O)cc12 | 13 | 614 | 22 | 15 | 25 | 6% | u | x | 9.8 | 132 | i | 35 | x | x | 0.8 | -5%
O=C(CSc1ccc(-c2nc3ccccc3[nH]2)cn1)Nc1ccc(S(=O)(=O)N2CCCC2)cc1 | 14 | 663 | 4.3 | 3.6 | 5.3 | 14% | 0.41 | 1606 | 3.4 | 1019 | i | 1 | i | 29 | 1.1 | 10%
Cn1c(=O)c2c(nc(Oc3ccc4c(c3)OCO4)n2Cc2ccc(Cl)cc2)n(C)c1=O | -4 | 708 | 3.9 | 2.2 | 7.1 | 4% | -0.37 | 1184 | x | x | i | 0 | i | 13 | 1.1 | 5%
C=CCN1C(=O)/C(=C\c2ccc(Cl)cc2)N=C1SCC(=O)NC1CCCCC1 | 12 | 738 | 2.1 | 1.1 | 4.9 | 1% | x | x | x | x | i | 31 | i | 56 | 1.2 | 2%
Cc1ccc(C(=O)Nc2scc(-c3ccccc3)c2C(=O)O)o1 | -23 | 682 | 1.3 | 1.7 | 4.9 | -5% | -0.36 | 1300 | -4.0 | 1126 | i | -12 | i | 29 | 1.2 | -3%
CC(=O)Nc1nonc1NC(=O)c1ccc(C(C)(C)C)cc1 | x | x | 2.5 | 2.1 | 4.1 | 7% | -0.08 | 1463 | -0.6 | 1439 | i | -3 | i | 24 | 0.7 | 8%
CCOC(=O)c1sc(/N=C/C2=C(O)CC(C)(C)CC2=O)c(C(=O)OCC)c1C | -3 | 642 | 2.5 | 1.1 | 2.8 | 1% | -0.42 | 1612 | 3.2 | 955 | i | -7 | i | 45 | 1.1 | 1%
Cc1ccc(OCC(=O)N(Cc2ccc(N(C)C)cc2)C2CCS(=O)(=O)C2)cc1C (stereo not given) | 25 | 728 | x | x | x | x | -1.2 | 1173 | 1.3 | 1280 | x | x | i | 42 | x | x
O=C(NCCCN1CCOCC1)c1ccc(Cl)c(S(=O)(=O)N2CCCCCC2)c1 | -15 | 773 | 2.0 | 2.1 | 4.1 | -5% | x | x | -3.1 | 1174 | i | 3 | i | 35 | 1 | -6%
C/C(=N/NS(C)(=O)=O)c1ccc2ccccc2c1 | -4 | 773 | 3.6 | 1.1 | 8.4 | 2% | 0.58 | 783 | 8.6 | 911 | i | -3 | i | 39 | 1.1 | -5%
CCNS(=O)(=O)c1ccc(NC(=O)Cn2cc([N+](=O)[O-])cn2)cc1 | -4 | 660 | 6.6 | 1.5 | 9.0 | 2% | -1.5 | 1322 | -3.0 | 1037 | i | -2 | i | 58 | 1.1 | 4%
Cc1nc(-c2cccc(Br)c2)ccc1C(=O)O | 17 | 638 | 4.5 | 3.0 | 5.1 | -14% | 0.39 | 1256 | -1.2 | 1171 | i | 6 | i | 40 | 1.1 | 2%
COc1cc(/C=N/NC(=O)c2ccc(COc3cc(C)ccc3C(C)C)cc2)cc(OC)c1O | -2 | 652 | 3.3 | 2.0 | 7.1 | 20% | -0.13 | 1113 | -0.7 | 934 | i | -5 | i | 34 | 1.1 | 43%
COc1ccc(C(=O)Cc2cnn(-c3ccccc3)c2)c(O)c1 | 2 | 759 | 2.0 | 2.1 | 11 | 16% | 0.66 | 781 | 0.9 | 1133 | i | -9 | i | 52 | 1.1 | 8%
O=C(NCCc1ccccc1)c1ccc(=O)oc1 | 2 | 803 | 4.0 | 2.2 | 5.5 | 7% | 0.28 | 1306 | -1.0 | 1174 | i | -5 | i | 45 | 1.1 | 2%
COC(=O)c1ccc(N2CCS(=O)(=O)CC2)cc1 | -34 | 690 | 2.5 | 1.7 | 2.5 | -15% | -0.43 | 1322 | 2.7 | 1291 | i | 6 | i | 3 | 1.1 | -2%
Cc1cc(NC(=O)CSCC(=O)N(c2ccc(F)cc2)C(C(=O)NC2CCCCC2)c2ccc(O)c(O)c2)no1 (stereo not given) | -2 | 656 | 3.3 | 2.6 | 16 | 48% | -0.27 | 1268 | 2.5 | 1022 | i | -14 | i | 12 | 0.9 | 0%
CCOC(=O)c1ccccc1N1C(=O)CSC1=S | -2 | 777 | 1.0 | 0.9 | 3.1 | 2% | -1.8 | 1302 | -1.2 | 1038 | i | -7 | i | 29 | 0.6 | -2%
C/C(=N\NC(=O)C(C)Oc1ccc([N+](=O)[O-])cc1)c1ccccn1 (stereo not given) | x | x | 1.5 | 0.4 | 28 | -7% | -1.7 | 654 | 4.6 | 1334 | i | 56 | i | 10 | 1 | -11%
CCOc1cc(/C=N/Nc2nncc(-c3ccccc3)n2)ccc1O | -5 | 657 | 5.3 | 2.3 | 4.1 | 9% | -0.18 | 1553 | -1.5 | 1094 | i | -12 | i | 38 | 1 | 10%
COc1ccc(CNC(=O)C/C(C)=N/NC(=O)Cc2ccc(OC)cc2)cc1 | -9 | 624 | 3.5 | 3.1 | 5.0 | -4% | 0.01 | 1365 | -0.1 | 954 | i | -6 | i | 31 | 1 | -7%
Cc1cc2cc(CNC(=O)c3ccco3)ccc2n1C | -2 | 707 | x | x | x | x | 1.3 | 991 | -1.2 | 1199 | x | x | i | 15 | x | x
Fc1cc2nc(-c3ccncc3)[nH]c2cc1F | x | x | 2.2 | 4.1 | 15 | 0% | 1.1 | 1388 | 1.1 | 1413 | i | 38 | i | 40 | 0.9 | 8%
CC(=O)Nc1ccc(/C(C)=N/NC(=O)c2ccc(F)cc2)cc1 | 2 | 638 | 3.5 | 3.3 | 7.3 | -8% | 0.1 | 1321 | -3.6 | 603 | i | -10 | i | 20 | 1.1 | -10%
Cc1[nH][nH]c(=O)c1C(c1c(C)[nH][nH]c1=O)c1cn(Cc2ccc(F)cc2)c2ccccc12 | -1 | 633 | 20* | 27* | 32* | 26% | 0.18 | 1115 | 23 | 406 | i | 20 | i | 18 | 1.1 | 57%*
Cc1ccc(C(=O)Oc2coc(CSc3nnc(NC(=O)C4CC4)s3)cc2=O)cc1C | -7 | 485 | 3.3 | 4.4 | 11 | 13% | 0.15 | 1517 | -0.8 | 1081 | i | -3 | x | x | 1 | 8%

Marked active in PMI inhibition (from the list above):
SMILES	MT stabilizer Hoechst-high %	PMI inhibitors	T cell modulator	T cell modulator vesicle-bound %	TNAP activation fold	PMI inhibition
Cc1[nH][nH]c(=O)c1C(c1c(C)[nH][nH]c1=O)c1cn(Cc2ccc(F)cc2)c2ccccc12	27*	26%	i	18	1.1	57%*
